# Screening results (PubChem BioAssay)
# TLR9-MyD88 block: TLR9-MyD88 interaction inhibition; inhibition, % at 4.98 µM; Q9NR96+Q99836; 0.21% of 340,000 active; CHO BLA complementation TLR9-MyD88, CCF4 FRET ratio;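 active = inhibition above the mean over all tested compounds plus 3 SD, cut at about 21% in these data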;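 note: 0% = DMSO only wells and 100% = clavulanate BLA inhibitor control wells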
# MC4R barr agon: human MC4R agonism via beta-arrestin; 0.98% of 360,000 active; U2OS MC4R beta-arrestin complementation, luminescence; percent of melanotan II response, DMSO zero; activation, % at 8.9 µM; AID 540308; P32245;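 active = activation above a per-plate cutoff, the mean activation of sample wells on that plate plus 3 SD, cut at about 8% in these data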
# Target sequence (P32245 whole entry, looked up): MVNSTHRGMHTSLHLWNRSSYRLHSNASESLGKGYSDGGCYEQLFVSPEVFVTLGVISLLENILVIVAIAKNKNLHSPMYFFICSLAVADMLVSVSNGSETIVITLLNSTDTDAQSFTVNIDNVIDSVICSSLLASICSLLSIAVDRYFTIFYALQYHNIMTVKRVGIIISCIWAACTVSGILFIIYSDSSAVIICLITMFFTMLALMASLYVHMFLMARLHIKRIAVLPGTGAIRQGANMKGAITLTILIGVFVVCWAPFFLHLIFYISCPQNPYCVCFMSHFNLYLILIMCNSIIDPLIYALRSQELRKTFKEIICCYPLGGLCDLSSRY
# MC4R antag cAMP: human MC4R antagonism in cAMP assay. P32245. inhibition, % at 6.5 µM. MC4R-expressing cells, MTII-stimulated cAMP, LANCE TR-FRET. 0.48% of 360,000 active;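 active = inhibition above its plate's cutoff, the mean of tested wells on that plate plus 3 SD, cut at about 29% in these data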;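 note: 0% = Melanotan II alone and 100% = Melanotan II plus saturating MCL0020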
#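 system = U2OS cells with stable human MC4R expression | also added = Melanotan II challenge after compound preincubation | dosing = one concentration, 6.5 µM nominal | incubation = compound 30 min, challenge 1 h, detection 1 h | measured by = TR-FRET with Eu-cAMP and labeled anti-cAMP, 671 nm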
# ABHD5 PLIN5 PPI: inhibitors of human ABHD5-perilipin-5 interaction | Split G. princeps luciferase complementation, luminescence, 4 h | inhibition, % at 4 µM | 0.78% of 360,000 active;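 active = inhibition above the mean inhibition across every tested compound plus 3 SD, cut at about 22% in these data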;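 note: 0% = DMSO only wells and the 100% control is not disclosed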
# ABCB6 inh MLPCN: human ABCB6 transporter inhibition | Q9NP58 | 0.19% of 360,000 active | K562-ABCB6 porphyrin accumulation, flow cytometry, 1 h; active compounds read low | fluorescence ratio to DMSO, % at 10 µM;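 active = fluorescence ratio to DMSO below 75%, the collection mean minus 3 SD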;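 note: signal is porphyrin accumulated inside mitochondria; 100% equals median channel fluorescence of DMSO control wells; lower ratio means ABCB6 inhibition with less porphyrin fluorescence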
# SRC2 inh: human SRC2 (NCOA2) inhibition | Q15596 | 0.17% of 370,000 active | AID 651957 | inhibition, % at 9 µM | HEK293 GAL4-SRC2 luciferase reporter, luminescence;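 active = inhibition above the mean inhibition of all tested compounds plus 3 SD, set per campaign, cut at about 52% in these data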;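 note: 0% = DMSO treated cells and 100% = cells given Gossypol at 36 µM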
# NOD2-RIPK2 inh: inhibitors of human NOD2-RIPK2 interaction | CHO BLA complementation NOD2-RIPK2, CCF4 ratio | inhibition, % at 4.98 µM | 0.38% of 360,000 active | AID 624267; in the data active = inhibition above about 21%;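 note: 0% = vehicle only and 100% = reference blocker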
# Target sequence (O43353 whole entry, looked up): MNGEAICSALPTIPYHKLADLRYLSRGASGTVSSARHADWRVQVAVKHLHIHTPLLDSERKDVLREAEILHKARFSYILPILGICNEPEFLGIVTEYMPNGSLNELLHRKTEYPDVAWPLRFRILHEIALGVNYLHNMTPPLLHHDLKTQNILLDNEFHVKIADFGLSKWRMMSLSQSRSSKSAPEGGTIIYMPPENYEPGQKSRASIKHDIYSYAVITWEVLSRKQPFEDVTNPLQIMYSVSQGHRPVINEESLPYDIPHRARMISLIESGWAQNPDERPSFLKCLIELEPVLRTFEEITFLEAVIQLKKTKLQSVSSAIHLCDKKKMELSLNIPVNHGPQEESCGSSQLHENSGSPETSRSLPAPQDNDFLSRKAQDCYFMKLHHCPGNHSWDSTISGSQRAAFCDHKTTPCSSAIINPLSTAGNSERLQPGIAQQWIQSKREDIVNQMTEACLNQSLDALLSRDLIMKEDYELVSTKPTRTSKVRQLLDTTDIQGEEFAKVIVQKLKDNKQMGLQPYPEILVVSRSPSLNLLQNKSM
# H9c2 protect: myocardial damage modulation in H9c2 cells; 0.63% of 360,000 active; H9c2 cardiomyocytes, H2O2 injury protection, ATPLite, 2 h; protection from H2O2 cell death, % at 20 µM; AID 588492;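 active = compounds giving at least 50% protection of heart cells from peroxide-induced death in the single-dose screen, raw or plate-pattern-corrected value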;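 note: 0% = DMSO wells with peroxide and 100% = DMSO wells without peroxide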
# m5-HT2A agonist: mouse HTR2A agonism via beta-arrestin recruitment; P35363; CHO-K1 mHTR2A beta-arrestin complementation, luminescence; percent of 30 µM serotonin response; activation, % at 7.6 µM; 0.66% of 360,000 active; AID 624169;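 active = activation above a run cutoff, the mean activation of all tested compounds plus 3 SD, cut at about 14% in these data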;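 note: 0% = plate median of compound wells and 100% = 30 µM serotonin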
# N-glyco inh: blocks N-linked glycosylation in D54 reporter cells; D54 ERlucT glycosylation luciferase reporter, 24 h; percent of 100 nM tunicamycin response; reporter increase, % at 12.5 µM; 0.23% of 360,000 active; AID 588692;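 active = mean luciferase reporter signal, scaled so untreated is 0 and the glycosylation-blocking control 100, at or above a set limit in every replicate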;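 note: luciferase carries N-glycosylation sites so blocking glycosylation raises the light; 0% = median of neutral control wells and 100% = median of 100 nM tunicamycin wells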
# * hit, by the source's call; · = not tested or not shown. These rows are one share of the data (hit frequency here may not be typical).
# Order of values – MC4R antag cAMP	N-glyco inh	NOD2-RIPK2 inh	ABCB6 inh MLPCN	MC4R barr agon	H9c2 protect	SRC2 inh	TLR9-MyD88 block	m5-HT2A agonist	ABHD5 PLIN5 PPI
1	O=C(C1CC1)N(Cc1ccco1)c1nc(-c2ccccc2)cs1
  -4	-4	-16	103	1.8	-12	-1	-9	-4	7
2	COCCN1CCN(C(=O)c2cc(COc3ccc(F)cc3Cl)on2)CC1
  10	0	-7	103	-5.4	2	4	0	2	0
3	CC(C)(C)n1ncc2c(=O)n(CC(=O)c3ccc(Cl)cc3)cnc21
  -1	-3	-17	117	-2.1	3	-22	-5	-2	1
4	CN(c1ccccc1)S(=O)(=O)c1cccc(NC(=O)c2ccc(Cl)c([N+](=O)[O-])c2)c1
  20	-7	6	80	-1.4	-29	6	-2	-4	-18
5	CCc1c(SCCC(=O)O)nc2ccccc2c1C
  6	2	-13	99	-1.6	1	5	1	0	-4
6	CCOC(=O)C(NC(C)=O)(Nc1ccc(S(=O)(=O)Nc2onc(C)c2C)cc1)C(F)(F)F (centres undefined)
  -4	4	-9	85	-2.1	3	-16	0	1	4
7	CCC1CCC2(CC1)NC(=O)N(CC(=O)Nc1ccc(OC)c(Cl)c1)C2=O (centres undefined)
  4	4	-5	99	-3.4	-8	15	-4	-2	-8
8	COC(CNC(=O)c1ccc2c(c1)nc(C)n2-c1cc(C)cc(C)c1)OC
  1	1	1	97	-0.1	0	14	-2	-3	6
9	O=C(N/N=C/c1ccc(O)c(O)c1)c1cccc(S(=O)(=O)N2CCCC2)c1
  0	-4	-16	85	-0.4	45	-11	8	4	-3
10	O=c1cc(O)c2sc(Nc3ccc(F)cc3)nc2[nH]1
  22	0	4	98	3.1	4	-10	0	-5	-76
11	Cc1ccc2nc(NC(=S)NC(=O)c3ccc(OC(C)C)cc3)sc2c1
  -1	-3	-9	95	-0.5	-25	5	-3	8	1
12	Fc1cccc(F)c1/C=N/Nc1ccccn1
  -5	-2	-1	99	-1.6	-4	-29	15	14*	-2
13	O=C(COc1ccccc1)NCCSCc1ccc(Cl)cc1
  1	0	-17	94	-1.6	2	12	7	-2	1
14	O=C(COC(=O)/C=C/c1ccccc1Cl)NC1CCCCCC1
  24	0	-5	95	6.4	-6	4	3	0	6
15	c1ccc(COc2ccc(OCCN3CCCC3)cc2)cc1
  2	-6	-3	91	1.1	16	-26	-6	8	9
16	O=C(NC1CCCC1)C1c2ccccc2OCC(=O)N1Cc1ccc2c(c1)OCO2 (centres undefined)
  ·	·	-8	100	·	·	-21	·	5	-1
17	O=C(NNC(=O)C1CCN(S(=O)(=O)c2c(Cl)cccc2Cl)CC1)c1ccccc1O
  6	-6	5	95	-1.5	33	6	-2	-1	8
18	COc1ccnc(Oc2ccc(F)cc2)c1C(=O)N/C=N/OCc1ccc(F)cc1Cl
  -5	1	1	99	1.8	28	-3	4	-2	-5
19	CCOc1ncccc1C(=O)Nc1cccc(Cl)c1Cl
  6	3	-2	99	-3.5	2	2	-2	7	1
20	COCCNC(=O)C1Nc2ccc(OC(F)(F)F)cc2C2C=CCC12 (centres undefined)
  4	1	6	97	-1.3	-2	-3	-5	-1	0
21	Cc1ccc(NC(=O)c2ccc(COc3ccccc3[N+](=O)[O-])o2)nc1
  8	1	-12	91	-1.0	-2	-47	5	-7	-7
22	Cc1ccc(Cl)c(Cn2cnc3c(cnn3C(C)(C)C)c2=O)c1F
  1	-1	-3	87	2.3	-23	4	-7	-2	-2
23	Cn1cnnc1SCC(=O)Nc1ccc(N2CCOCC2)cc1
  8	5	-6	91	-1.1	-1	-39	10	1	-1
24	CCOC(=O)c1c(/N=C/C2C(=O)CCCC2=O)sc(C)c1C
  -4	3	-7	98	-0.3	0	-11	5	3	-4
25	COc1cc(C2N(c3ccc(Cl)c(Cl)c3)C(=O)C3CCCN32)cc(OC)c1OC (centres undefined)
  2	1	-1	96	1.2	-3	4	6	5	0
26	CN1CCN(CCOCCOc2ccc(Br)cc2Cl)CC1
  -2	-3	-1	97	-1.6	0	4	-4	1	2
27	CCC(C)NC(=O)CSC1=Nc2ccccc2C2=NC(CC(=O)NCc3ccccc3)C(=O)N12 (centres undefined)
  2	-1	-2	103	-1.1	1	-3	4	-1	2
28	Cc1ccn2c(NC(C)(C)C)c(-c3cccs3)nc2c1
  11	0	-2	100	1.7	-2	-12	2	-4	4
29	Cc1ccccc1OCC(=O)NCC1CCCO1 (centres undefined)
  1	0	-11	99	-1.8	5	4	-1	1	-3
30	CCOn1c(SCC)nc2ccccc2c1=O
  -2	0	-8	95	-1.9	5	-5	-3	3	6
31	Cc1ccc(NCC(=O)N/N=C\C(Br)=C\c2ccccc2)cc1
  7	9	-7	94	-0.7	5	25	5	-4	17
32	O=C(CCc1nc2ccccc2c(=O)[nH]1)NNC(=O)c1ccc(F)cc1
  8	0	-2	97	0.1	78*	-4	-10	1	0
33	Cc1noc(C)c1S(=O)(=O)NC(=O)C1(C)CCN1C(=O)C1(c2ccc(Cl)cc2)CC1 (centres undefined)
  5	-2	-8	102	-1.1	1	0	·	5	2
34	COc1ccc(-c2nc(C)sc2C)cc1
  -1	4	5	100	-1.5	-2	10	-6	-3	5
35	Cc1cccc(C(=O)N(Cc2nc3ccccc3c(=O)[nH]2)C2CCCCC2)c1
  2	1	0	89	1.3	2	-32	-6	-2	3
36	CC(=O)OCC=C1CCC2C3CCC4=CC(=O)CCC4(C)C3C(O)CC12C (centres undefined)
  5	-1	7	98	2.0	-4	16	0	10	7
37	O=C(NCc1cccs1)C1CCCCC1
  0	0	-8	94	4.2	-3	4	7	3	8
38	COc1ccc(C(C2C(=O)CC(C)(C)CC2=O)C2C(=O)CC(C)(C)CC2=O)cc1COCC(F)(F)F
  14	2	-2	100	-0.4	2	-3	-2	-1	8
39	O=C(Nc1ccc(Cc2ccncc2)cc1)c1ccc(S(=O)(=O)N2CCCC2)cc1
  12	-5	-2	99	-2.2	-10	13	9	2	1
40	O=C(Nc1ncc2c(n1)-c1ccccc1CC2)c1cccs1
  19	5	-1	103	1.6	-2	-11	-12	-3	1
41	N#Cc1cc(C(=O)Cc2ccccc2)c[nH]1
  2	2	8	95	-2.5	-6	-4	0	-3	6
42	O=C(Nc1nnc(-c2ccco2)s1)C1CCN(S(=O)(=O)c2ccc(Cl)cc2)CC1
  13	3	5	100	0.1	-2	11	-5	0	-4
43	O=C(O)CSc1nnc(-c2ccncc2)n1Cc1ccccc1
  16	0	4	98	-1.2	9	17	1	3	1
44	Cc1ccc(OCC(=O)OCCN2C(=O)c3ccccc3C2=O)cc1C
  10	3	-4	102	3.6	13	2	-1	1	5
45	O=C(c1cnc2n(c1=O)CCS2)N1CCc2ccccc21
  0	0	5	103	-0.7	-4	3	-4	9	0
46	CCS(=O)(=O)c1ccc2oc(SCC(=O)Nc3ccc(OC)cc3)nc2c1
  5	-4	-1	86	-0.4	3	2	9	1	-7
47	CCOC(=O)c1cnn(-c2ccc(Cl)cc2)c1C1CCN(C(=O)OC(C)(C)C)CC1
  7	-2	7	96	-0.4	6	7	6	3	-3
48	CCCn1c(SCc2nc(N)nc(N3CCCCC3)n2)nc2c1c(=O)n(C)c(=O)n2C
  -10	2	-12	103	-0.1	0	-9	7	1	-3
49	CC(=O)N1N=C(N)SC1(C)C
  3	0	-5	100	0.5	-1	-32	-5	1	2
50	O=C(NC1CC(=O)N(c2ccc3c(c2)OCCO3)C1)N1CCC(O)CC1 (centres undefined)
  -2	3	2	99	-0.9	0	3	-5	5	-8
51	COc1ccccc1-c1c(C)nn2c(NCCN3CCCC3)cc(C)nc12
  -3	2	5	97	-0.9	25	-16	-7	-5	-3
52	COc1cccc(C(=O)Nc2nc(-c3ccncc3)cs2)c1
  12	-1	4	98	2.5	5	-24	-9	6	-5
53	CC(=O)Nc1cccc(C(=O)/C=C/c2cccs2)c1
  1	13	-6	101	0.4	26	-38	-1	-2	22*
54	Cc1nc2c3ccccc3nc(NNC(=O)CCC(=O)NCCN3CCN(c4ccccc4)CC3)n2n1
  0	-2	-15	96	-3.3	2	-14	4	2	-9
55	O=C1OCCN1C(=O)[C@H]1[C@H](c2ccc(Cl)cc2)C(c2ccc(F)cc2)=NN1c1ccc(Br)cc1
  -4	3	-14	96	-0.1	6	-3	-10	9	1
56	CC(=O)Nc1ccc(S(=O)(=O)Nc2ccc(C)c([N+](=O)[O-])c2)cc1
  -2	-1	8	94	-2.3	-11	12	-5	1	-1
57	CN(C)NC1=CC(=[N+]2CCCC2)CC(C)(C)C1
  4	1	-17	98	-2.1	-4	-4	2	-2	-4
58	O=C(Nc1cccnc1)C1(c2ccc(Cl)cc2)CCCC1
  2	-1	-4	91	-1.3	1	4	3	-7	-7
59	O=C(C(=O)N1CCN(c2ccccc2Cl)CC1)c1c[nH]c2ccccc12
  5	2	4	98	3.0	0	12	5	-1	7
60	CC(=O)c1c(COC(=O)c2ccncc2)nc2ccccc2[n+]1[O-]
  7	3	5	98	0.6	17	-29	2	2	3

# Going on with the list.
# Order of values – MC4R antag cAMP	N-glyco inh	NOD2-RIPK2 inh	ABCB6 inh MLPCN	MC4R barr agon	H9c2 protect	SRC2 inh	TLR9-MyD88 block	m5-HT2A agonist	ABHD5 PLIN5 PPI
61	Cc1cccc(-n2ccnc2CN2CCN(C3CCCC3)C(CCO)C2)c1 (centres undefined)
  13	1	-14	91	-0.8	6	9	-9	3	-2
62	Cc1cc(C)n(C(=O)CNC(=O)COc2ccccc2)n1
  4	-1	6	100	-0.2	11	-17	-2	5	1
63	COc1cc(C(=O)NCCCC2CCCC2)ccc1OC1CCN(C(C)=O)CC1
  5	-2	-1	93	-4.0	-5	-27	4	-7	-7
64	COc1ccc(OCC(=O)N/N=C2/C=C(C)CC2)cc1
  4	-2	6	98	-2.2	2	3	1	-1	-5
65	CCOC(=O)C1=C(C)N(c2ccc(C)c(C)c2)C(=O)/C1=C\c1ccco1
  5	1	-10	92	-3.0	-4	6	2	-4	0
66	CN(C(=O)CO/N=C/c1ccc(OC(F)F)cc1)C1CCS(=O)(=O)C1 (centres undefined)
  4	1	3	94	-1.6	12	-6	-8	1	-1
67	C=CCN(CC(=O)Nc1c(C)cccc1CC)C(=O)SCCC
  -7	-1	4	96	0.2	-6	-8	-9	2	-9
68	Cc1ccc(C(=O)COC(=O)CN2C(=O)C3CC=CCC3C2=O)cc1[N+](=O)[O-] (centres undefined)
  0	-1	-8	101	0.9	0	9	6	-4	3
69	COc1cc(CNS(=O)(=O)CCl)cc(OC)c1OC
  7	2	2	99	-1.6	14	-20	1	6	-2
70	COc1ccc(OC)c(/C=N/NC2=NS(=O)(=O)c3ccccc32)c1
  21	1	-5	104	0.5	5	2	-5	1	-7
71	CC(Sc1nc(-c2ccccc2)cc(C(F)(F)F)n1)C(=O)NCc1ccco1 (centres undefined)
  4	-2	0	83	-2.6	-4	-17	-6	-4	-2
